# Screening data: PubChem, National Center for Advancing Translational Sciences (NCATS)
# Coupling enz – coupling enzyme interference in Giardia aldolase counter-screen; AID 2472; coupling enzyme system counterscreen, AmpLite Red fluorescence; activity change, negative = inhibition, % at 58.2 µM, hits read low; hit rate 0.67% among 290,000; in the data active means activity change below about -30%; further: on the % scale 0 is the no-effect control and ±100 the full control effect
#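 Counterscreen of the coupled detection system alone, without aldolase: glyceraldehyde-3-phosphate coupling enzymes plus AmpLite Red readout. Compounds at 57.5 uM final, 10 min RT preincubation, 20 min RT reaction, fluorescence 525/598 nm.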
# uPA surface inh – blocks generation of uPA at the cell surface | cell surface uPA generation assay, qHTS | Potency, µM (highest dose often 38.3 µM), for the others: at the top dose activity change, negative = inhibition, most hits filed as inhibitors | hit rate 0.31% among 330,000 | AID 540303; active means well fitted inhibition curve with a large enough effect; inconclusive means small, poorly fitted or top-dose-only effect; inactive means no such curve, though single readings can be large or run the other way; tested in mouse RAW 264.7 cells; further: potency means the concentration at half of the fitted maximal effect; on the % scale 0 is the no-effect control and ±100 the full control effect; nearly all actives have a fitted effect of over 55% in size
# Rab9 promoter act – activates the Rab9 promoter. Huh7 Rab9 promoter-luciferase reporter, luminescence, 24 h. Potency, µM (titrated, usually from 9.22 µM), for inactives: at the top dose activation, negative = inhibition, actives largely listed as activators. hit rate 2.8% among 320,000; further: potency means the concentration at half of the fitted maximal effect; % of control where 0% means no effect; nearly all actives have a fitted effect of over 60% in size
#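 Rab9 promoter-driven luciferase in stably transfected Huh7 cells; 1500 cells/well rested 2 h, exposed to compound in DMSO for 24 h at 37 °C, 5% CO2. Luminescence read 10 min after adding luciferase reagent at ambient temperature.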
# Giardia killer – Giardia lamblia killing; Giardia lamblia trophozoite viability; activity change, % at 7.66 µM, hits read low; hit rate 0.15% among 340,000; in the data active means activity change below about -80%; inconclusive means between about -30% and that limit;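 further: parasites exposed to compound for two days anaerobically before the ATP read; on the % scale 0 is the no-effect control and ±100 the full control effect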
#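 Killing of trophozoites was scored by loss of ATP luminescence after a 48 hrs anaerobic exposure to compounds at 37 deg C, using 100 cells per well.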
# NPC1 prom act – activators of NPC1 promoter | Huh7 NPC1 promoter luciferase reporter, 24 h | Potency, µM (series often up to 9.22 µM), for inactives: at the highest dose activation, usual class: activators | hit rate 2.4% among 320,000 | AID 485313;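 further: potency means the concentration at half of the fitted maximal effect; % of control where 0% means no effect; nearly all actives have a fitted effect of over 60% in size; reporter is driven by a mutant NPC1 promoter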
#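 Huh7 reporter cells (NPC1 promoter driving luciferase) are dosed with compound for 24 h at 37 °C, 5% CO2; luciferase detection reagent is then added and luminescence measured after 10 min at ambient temperature.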
# Tb PFK block – blocks T. brucei phosphofructokinase; O15648; Potency, µM (series often up to 57.5 µM), inactives show at the highest dose activity, negative = inhibition, usual class: inhibitors; T. brucei PFK, ADP-Glo luminescence; hit rate 0.17% among 330,000;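 further: potency means the concentration at half of the fitted maximal effect; 0% = uninhibited 1x PFK enzyme wells and -100% = no-enzyme wells; nearly all actives have a fitted effect of over 60% in size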
# Target sequence (O15648 whole entry, looked up): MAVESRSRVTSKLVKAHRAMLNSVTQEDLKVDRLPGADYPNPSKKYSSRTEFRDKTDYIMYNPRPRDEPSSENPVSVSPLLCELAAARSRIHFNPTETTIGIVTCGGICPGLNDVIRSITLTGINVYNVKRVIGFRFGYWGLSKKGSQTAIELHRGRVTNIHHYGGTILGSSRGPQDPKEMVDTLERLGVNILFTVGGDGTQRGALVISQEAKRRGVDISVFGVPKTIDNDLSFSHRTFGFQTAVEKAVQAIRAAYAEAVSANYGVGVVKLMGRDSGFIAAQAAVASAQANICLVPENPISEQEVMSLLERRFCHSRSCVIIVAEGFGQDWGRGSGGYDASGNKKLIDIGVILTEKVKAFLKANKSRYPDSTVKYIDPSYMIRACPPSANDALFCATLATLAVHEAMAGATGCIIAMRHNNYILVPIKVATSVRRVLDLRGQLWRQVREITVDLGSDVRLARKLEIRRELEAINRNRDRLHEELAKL
#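 ADP-Glo luminescence quantified ADP after 45 min at room temperature, with 1.25 nM T. brucei PFK, 0.1 mM ATP and 0.5 mM fructose-6-phosphate in pH 8.0 TEA buffer. qHTS titrations up to 57 µM; curves classified by quality.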
# KCNH2 3.1 block – KCNH2 3.1 (human) potassium channel inhibition; hit rate 0.95% among 340,000; activity change, % (tested at about 1.8 µM); U2OS KCNH2 3.1, thallium flux FluxOr; stronger effect = lower value;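 active means maximum activity change below -70%; inconclusive means maximum activity change from -70% to -50%; inactive means maximum activity change above -50%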;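 further: thallium influx rate constant from kinetic fluorescence after stimulation buffer; on the % scale 0 is the no-effect control and ±100 the full control effect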
#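 Virally transduced U2OS (3.1 isoform, 4 h infection in dark at RT) → overnight 37 C → FluxOr + Red40 in HBSS/HEPES, 45 min → stimulation buffer, 2 min kinetic read → rate constant vs DMSO controls.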
# ELG1 genotox – genotoxicity induction in ELG1-luciferase HEK293T cells | HEK293T ELG1-luciferase reporter, luminescence, 16 h | Potency, µM (highest dose often 46 µM), without a hit: top-dose activity change, positive = activation, actives largely listed as activators | hit rate 1.3% among 330,000; further: potency means the concentration at half of the fitted maximal effect; % of control where 0% means no effect; nearly all actives have a fitted effect of over 60% in size
#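 Reporter readout depends on ELG1 protein level, which increases with genetic stress. After 16 hr compound exposure at 37 °C, luciferase activity was quantified using ONE-Glo.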
# Gal4-VP16 FLuc – Gal4-VP16 reporter inhibition counter-screen; Drosophila S2 Gal4-VP16 UAS-luciferase, luminescence, 20 h; Potency, µM (titrated, usually from 53.6 µM), for inactives: top-dose activity, negative = inhibition, usual class: inhibitors; hit rate 3.5% among 310,000;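 further: Gal4-VP16 expression switched on by copper sulfate through the metallothionein promoter; potency means the concentration at half of the fitted maximal effect; on the % scale 0 is the no-effect control and ±100 the full control effect; nearly all actives have a fitted effect of over 50% in size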
# FLuc counter – counter-screen for miR-21 project: firefly luciferase inhibitors or activators | AID 588342 | Potency, µM (highest dose often 57.5 µM), for the others: top-dose activity change, negative = inhibition, usual class: inhibitors | hit rate 6.9% among 360,000 | P08659 | purified FLuc, Km substrates, luminescence inhibition;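 further: potency means the concentration at half of the fitted maximal effect; plate controls were vehicle for no effect and reference inhibitor for full effect; nearly all actives have a fitted effect of over 55% in size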
#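 Purified P. pyralis luciferase (10nM final) with 10uM D-luciferin and 10uM ATP (Km levels) in 50mM Tris acetate pH 7.5, 10mM Mg acetate, 0.01% Tween-20, 0.05% BSA; qHTS 6-point titration, ~60 µM downward; luminescence read.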
# RORgamma inh – ROR gamma (mouse) transcription inhibition. Potency, µM (doses to about 53.6 µM), without a hit: at the highest dose activity change, negative = inhibition, usual class: inhibitors. AID 2551. hit rate 5.4% among 310,000. P51450. Drosophila S2 Gal4-RORgamma UAS-luciferase reporter, 20 h; further: potency means the concentration at half of the fitted maximal effect; on the % scale 0 is the no-effect control and ±100 the full control effect; nearly all actives have a fitted effect of over 60% in size
# Target sequence (P51450 whole entry, looked up, the tested form may be a part): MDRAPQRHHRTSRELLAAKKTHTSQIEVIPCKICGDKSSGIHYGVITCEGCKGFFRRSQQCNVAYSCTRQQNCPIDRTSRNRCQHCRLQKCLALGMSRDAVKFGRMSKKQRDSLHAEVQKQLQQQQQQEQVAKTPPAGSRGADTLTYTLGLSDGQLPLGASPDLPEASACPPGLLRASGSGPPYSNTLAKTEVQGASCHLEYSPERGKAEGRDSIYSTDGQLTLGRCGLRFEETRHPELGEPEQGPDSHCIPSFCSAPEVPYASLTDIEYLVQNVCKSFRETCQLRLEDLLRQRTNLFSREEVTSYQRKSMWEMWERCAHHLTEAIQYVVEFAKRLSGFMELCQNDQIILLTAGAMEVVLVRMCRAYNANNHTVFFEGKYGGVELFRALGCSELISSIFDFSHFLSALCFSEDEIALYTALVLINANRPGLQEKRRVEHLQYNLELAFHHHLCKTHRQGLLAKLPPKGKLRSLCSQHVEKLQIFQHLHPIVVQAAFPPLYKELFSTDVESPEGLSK
#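 Schneider cells (Drosophila), stable Gal4 DBD–ROR gamma + UAS-luc; 1 hr cmpd preincubation; Cu2+ induction 700 uM final; 20 hr ambient; luminescence.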
# * = called active by the depositor; u = inconclusive; x = no result given; & = joins results of further samples; [ ] = remark or other dose. Unless noted, the call rests on the fitted dose curve; in most records, active means well fitted curve in the direction sought with a large enough effect; inconclusive means small, poorly fitted or top-dose-only effect, or another doubt; inactive means no such curve, though single readings can be large; an effect the other way counts as inactive or inconclusive. This is a random part of the collection; any-hit rate near 14%.
mol,uPA surface inh,Giardia killer,Tb PFK block,Gal4-VP16 FLuc,RORgamma inh,Rab9 promoter act,ELG1 genotox,Coupling enz,FLuc counter,KCNH2 3.1 block,NPC1 prom act
O=C(COc1ccc2ccccc2c1)N1CCN(c2ccccc2)CC1,1%,-18,-3%,x,x,-4%,5%,x,5%,4,-2%
Cc1ccc2[nH]c(O)c(N=NC(=O)c3ccc(NS(=O)(=O)c4cccs4)cc3)c2c1,1%,-12,8%,0%,0%,0%,-4%,0,5.4µM*,2,2%
CC(C)c1ccc(NC(=O)NCc2ccc3c(c2)OCO3)cc1,-8%,-4,1%,-4%,-30%,2%,5%,0,-3%,-41,2%
CCOC(=O)Cn1nnnc1C(CC)N(Cc1cc2ccc(C)cc2[nH]c1=O)C1CCCC1 (stereo not given),3%,-3,-1%,7%,-1%,0%,-1%,1,-2%,x,2%
CCOc1ccc2oc(C(=O)N(CC)CC(=O)Nc3c(F)cccc3F)c(C)c2c1,-4%,-4,-16%,x,x,2%,-1%,x,-3%,17,-3%
COc1ccc(NC(=O)N2CCC(O)(c3cccnc3)CC2)c(OC)c1,2%,13,-4%,-11%,3%,-5%,5%,0,0%,-7,-6%
Cc1noc(C)c1NC(=O)N(C)C[C@@H]1Oc2ccc(NC(=O)CCC(F)(F)F)cc2CC(=O)N([C@@H](C)CO)C[C@@H]1C,11%,6,2%,x,x,x,1%,x,x,-6,x
Cc1c(/C=N/NC(=O)c2cccnc2)cc(C#N)n1C,0%,1,-4%,-2%,0%,7%,3%,0,-7%,4,-1%
CC1CCc2c(sc3ncnc(NCCN4CCOCC4)c23)C1 (stereo not given),-27%,13,6%,20%,-6%,-2%,4%,2,-10%,-16,-5%
CCC(C)Oc1cc(-c2ccnc(Nc3cccc(Cl)c3)n2)ccn1 (stereo not given),u,1,-5%,-23%,-9%,-16%,-12%,5,-7%,15,1%
CC(=O)OC(C(=O)NCCc1ccccc1)c1cccnc1 (stereo not given),0%,48[activator],-2%,5%,9%,-3%,1%,-1,2%,2,-7%
COc1ccc(CN(C)C(=O)c2ccc(COc3ccccc3)cc2)c(OC)c1,-5%,9,0%,6%,39%,-4%,-19%,4,3%,1,-7%
COc1ccc(-c2nc(C#N)c(N3CCN(C(=O)c4ccco4)CC3)o2)cc1OC,-10%,32[activator],1%,-10%,-21%,-5%,0%,x,-1%,52,-3%
Cc1cccc(NC(=O)CCNS(=O)(=O)c2cccc3nonc23)c1,-1%,16,4%,-9%,8%,-8%,-2%,-12,-2%&-1%,6,-1%
S=C(NCCCNC(=S)Nc1ccccc1)Nc1ccccc1,-4%,2,-1%,5%,u,-3%,-3%,0,-2%,-6,-2%
O=C(C1CCCCN1S(=O)(=O)c1ccccc1)N1CCN(C(c2ccccc2)c2ccccc2)CC1 (stereo not given),x,11,-1%,9%,-15%,0%,4%,0,-1%,10,-8%
CCOC(=O)N1CCC(NC(=O)c2ccc(CS(=O)(=O)c3c(Cl)cccc3Cl)o2)CC1,7%,-11,0%,3%,37%,-9%,-11%,0,0%,7,0%
COc1ccc(NC(=O)CC2Nc3cccc4cccc(c34)NC2=O)cc1 (stereo not given),-1%,15,5%,5%,-6%,-3%,-11%,-22,-12%,7,-8%
CCNC(=O)CCC(=O)Nc1cc(Cl)ccc1C,1%,8,0%,-2%,10%[10 µM],-1%,3%,0,-1%,0,6%
CCCCNc1nc2c(c(=O)n(C)c(=O)n2C)n1CCC,-6%,7,4%,-19%,u,-7%,-6%,-2,0%,5,-3%
CC(C)c1c(C(=O)N/N=C/c2cccc(OCc3ccccc3)c2)nnn1-c1nonc1N,-3%,0,-4%,-2%,u,-6%,-7%,x,-3%,-4,-2%
COC(=O)Cc1c(C)nc2nc(-c3ccc(Cl)cc3)[nH]n2c1=O,-7%,-7,0%,-19%,-27%,26%,u,-15,11µM*,-3,17%
CN1CCN(/C(=N\O)c2nonc2N)CC1,1%,18,0%,-4%,19%,-3%,3%,3,5%,-8,-1%
CC(=O)c1cccc(N2C(=O)CC(N3CCN(S(=O)(=O)c4ccc(Cl)cc4)CC3)C2=O)c1 (stereo not given),2%,-7,-5%,x,x,6%,3%,x,0%,18,5%
COc1ccc2c(Cl)c(-c3nnco3)sc2c1,-5%,2,4%,3%,-13%,2%,9%,0,-17%,-4,1%
CC(=O)/C(=N\Nc1cccc(Cl)c1)Sc1nnc(-c2ccccc2)n1-c1ccccc1,-7%,3,-1%,11µM*,10µM*,-4%,0%,2,0%,x,0%
CC1CCCC(NC(=O)CCn2c(=O)oc3ccccc32)C1C (stereo not given),-2%,-4,-1%,0%,10%,0%,4%,2,1%,-4,-1%
OCC[C@H]1C[C@@H](O)[C@H](O)[C@]2(Cc3ccccc3CO2)O1,0%,-18,0%,x,x,-5%,3%,x,4%,13,3%
COC(=O)c1ccc(C(=O)N2CCCC(CNC(=O)c3ccc(F)cc3)C2)cc1 (stereo not given),-3%,-15,-1%,-7%,3%,5%,1%,1,1%,9,2%
CCOC(=O)n1c(=O)n(C)c2ccc(Br)cc21,-4%,1,-1%,-2%,-13%,-1%,8%,1,0%,0,4%
CCn1c(NC(=O)c2ccccc2F)c(-c2cccs2)c(=O)c2ccccc21,-13%,5,-4%,-2%,13%,-36%[inhibitor],-4%,-2,0%,6,4%
COc1cccc(/C=N/NC(=O)c2oc3nc(-c4ccccc4)cc(-c4ccco4)c3c2N)c1,4%,6,1%,6%,-7%,-5%,-10%,-2,u,-7,-4%
Cc1ccc(CN2C(=O)c3ccccc3Sc3ccc(C(=O)NCCCN4CCOCC4)cc32)cc1,-3%,8,-4%,-3%,-17%,4%,-2%[9.26 µM],2,-3%&4%,14,-2%
CC(=O)c1cccc(NC(=O)c2cc(-c3ccco3)nc3ccccc23)c1,0%,11,0%,4%,4%,-4%,-17%,0,-17%,16,2%
COc1ccc(Br)cc1CN1CCN(C(=O)c2ccco2)CC1,4%,-14,-8%,6%,5%,-5%,-2%,1,3%,-1,1%
O=S(=O)(c1ccc2ccccc2c1)N1CCN=C1SCc1cccnc1,8%,15,-2%,-18%,-1%,2%,-3%,0,-15%,-6,-5%
Cc1ccc(NC(=O)CSCC(=O)NNC(=O)c2ccoc2C)cc1,4%,13,-4%,x,x,3%,0%,x,1%,-5,-7%
O=C(CCN1C(=O)[C@@H]2Cc3ccccc3CN2C1=O)NCc1ccccc1,-7%,-18,-1%,2%,-17%,-2%,1%,x,2%,9,-4%
O=C(O)CCc1nn2cc(-c3ccccc3)nc2[nH]c1=O,7%,-11,u,16%,8%,-4%,-1%,1,1%,-14,-3%
C/C(=N\Nc1ccc(Cl)cc1)c1ccncc1,8%,3,-1%,1%,21%,4%,6%,1,u,7,-2%
CC12CCC(=O)N1C(C(=O)N1CCN(c3cccc(Cl)c3)CC1)CS2 (stereo not given),-2%,-23,-17%,x,x,-1%,-6%,x,1%,8,1%
O=C1NCCN1C(=O)c1ccco1,-4%,-13,5%,1%,0%,0%,2%,4,9%,8,3%
COc1ccccc1C1CCCN1Cc1nc(-c2cc3c(cc2Cl)OCO3)oc1C (stereo not given),5%,5,3%,-14%,u,-16%,-14%,-1,0%,-16,-1%
COC(=O)c1ccccc1NC(=O)c1ccc2c(c1)CC(C)O2 (stereo not given),4%,6,2%,20%,u,2.2µM*,5%,-3,17µM*,14,28%
CSCCC1NC(=O)N(C(C)C(=O)Nc2cc(Cl)cc(Cl)c2)C1=O (stereo not given),8%,5,-2%,6%,18%,-3%,-1%,1,-4%,-3,-7%
COCCNC(=O)CN(CC1CCCO1)C(=O)CCC(=O)Nc1ccccn1 (stereo not given),0%,-3,0%,2%,16%,2%,1%,4,-1%,-20,-5%
CCN(CC)C(=O)c1sc(NC(=O)c2ccc3c(c2)OCO3)c(C#N)c1C,1%,23,1%,6%,10%,-3%,-2%,3,u,8,-1%
CCc1c(O)nc(SCC(=O)Nc2ccccc2C)[nH]c1=O,x,-11,0%,3%,13%,3%,2%,4,-2%,5,2%
COc1ccc(N2CCN(S(=O)(=O)c3ccc(-c4cc(C)no4)s3)CC2)cc1,-2%,3,-8%,-1%,-19%,0%,5%,-1,4%,-3,0%
